# High-throughput results (PubChem)
# TDP1 inh = blocks human tyrosyl-DNA phosphodiesterase 1; Potency, µM (titrated, usually from 130 µM), without a hit: at the highest dose activity change, negative = inhibition, actives largely listed as inhibitors; 350,000 compounds, 0.28% hits; recombinant TDP1, AlphaScreen DNA substrate cleavage; note: nearly all actives have a fitted effect of over 40% in size
# Target sequence (Q9NUW8 whole entry, looked up): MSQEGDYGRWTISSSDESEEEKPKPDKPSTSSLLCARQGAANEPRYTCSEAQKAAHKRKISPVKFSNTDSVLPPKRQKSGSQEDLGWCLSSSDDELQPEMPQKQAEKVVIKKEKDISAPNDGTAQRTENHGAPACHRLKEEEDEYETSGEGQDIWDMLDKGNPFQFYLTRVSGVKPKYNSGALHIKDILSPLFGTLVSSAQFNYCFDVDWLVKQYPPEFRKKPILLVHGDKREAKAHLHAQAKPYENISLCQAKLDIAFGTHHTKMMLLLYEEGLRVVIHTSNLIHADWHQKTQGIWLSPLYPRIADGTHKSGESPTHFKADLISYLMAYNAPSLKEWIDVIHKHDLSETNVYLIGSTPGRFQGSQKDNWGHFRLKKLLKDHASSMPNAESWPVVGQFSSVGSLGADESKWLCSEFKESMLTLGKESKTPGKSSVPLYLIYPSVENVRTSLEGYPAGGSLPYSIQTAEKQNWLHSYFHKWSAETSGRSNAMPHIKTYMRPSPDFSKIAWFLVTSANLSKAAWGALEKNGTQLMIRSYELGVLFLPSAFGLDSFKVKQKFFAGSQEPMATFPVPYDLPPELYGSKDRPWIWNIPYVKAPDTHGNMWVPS
#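 Steps: enzyme plus compound, 15 min RT; add biotin/phosphotyrosine-FITC oligonucleotide (15 nM final), react 5 min; add donor/acceptor beads (10 ug/ml final), 10 min; read AlphaScreen. Tdp1 at 1 nM final.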
# FEN1 inh = inhibitors of human flap endonuclease 1; Potency, µM (highest dose often 114 µM), for inactives: at the highest dose activity change, negative = inhibition, hits mostly inhibitors; AID 588795; Recombinant FEN1 flap cleavage, fluorescence, 15 min; P39748; 390,000 compounds, 0.35% hits; note: nearly all actives have a fitted effect of over 65% in size
# Target sequence (P39748 whole entry, looked up): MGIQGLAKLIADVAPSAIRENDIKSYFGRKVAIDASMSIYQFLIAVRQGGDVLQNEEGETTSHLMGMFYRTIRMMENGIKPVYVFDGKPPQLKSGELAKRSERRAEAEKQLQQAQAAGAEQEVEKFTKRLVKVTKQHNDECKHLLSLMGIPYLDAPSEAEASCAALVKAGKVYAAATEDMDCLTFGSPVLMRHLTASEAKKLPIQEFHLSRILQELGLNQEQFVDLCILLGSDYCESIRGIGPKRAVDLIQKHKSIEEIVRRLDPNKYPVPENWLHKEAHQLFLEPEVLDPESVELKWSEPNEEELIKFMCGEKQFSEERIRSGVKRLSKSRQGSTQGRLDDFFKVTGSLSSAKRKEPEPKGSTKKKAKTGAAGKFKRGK
#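 Steps: FEN1 (10 nM) dispensed; compound added by pin tool; 15 min at room temperature; substrate added to 50 nM final; reads at 0 min and 15 min; data normalized and fitted (four-parameter Hill).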
# N370S GC = N370S glucocerebrosidase modulation, Gaucher chaperone candidate. P04062. N370S GC spleen homogenate, 4MU-glucoside fluorescence. Potency, µM (highest dose often 59.4 µM), without a hit: at the top dose activity change, negative = inhibition, actives largely listed as inhibitors. 330,000 compounds, 0.092% hits;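 note: 0% = full enzyme activity and -100% = no enzyme basal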
# The depositor's hits bear a star; ? = inconclusive; nt = not tested or not shown; & = joins results of further samples; [ ] = remark or other dose. Calls come from the whole dose curve; as a rule, active = well fitted curve in the direction sought with a large enough effect; inconclusive = small, poorly fitted or top-dose-only effect, or another doubt; inactive = no such curve, though single readings can be large; an effect the other way counts as inactive or inconclusive. Unless noted, % is set by controls: 0 for no effect and ±100 for the full control effect; potency is the fitted concentration of half-maximal effect.
(1) CC(C)CN1C(=O)C(=O)N(CC(=O)N2CCC(Cc3ccccc3)CC2)C1=O
- TDP1 inh: 3.6%
- FEN1 inh: 0.5%
- N370S GC: -3.8%
(2) S=c1nc[nH]c2nc[nH]c12
- TDP1 inh: 31.6µM*
- FEN1 inh: 13.2%&11.1%
- N370S GC: -5.5%&2.4%&9.4%
(3) Cc1ccc(C(=O)NCCn2cc(SCC(=O)Nc3nnc(C)s3)c3ccccc32)cc1
- TDP1 inh: 4.9%
- FEN1 inh: -5.2%
- N370S GC: -18.0%
(4) COCCCNC(=O)c1cc2cc([N+](=O)[O-])cc(OC)c2oc1=O
- TDP1 inh: 2.4%
- FEN1 inh: 0.9%
- N370S GC: 4.6%
(5) CCN1CCN(C(=O)CN(c2ccc(F)c(Cl)c2)S(C)(=O)=O)CC1
- TDP1 inh: 0.0%
- FEN1 inh: 3.8%
- N370S GC: -1.6%
(6) O=C(c1cccs1)N1CCC(Cc2ccccc2)CC1
- TDP1 inh: 3.3%[56.1 µM]
- FEN1 inh: -9.7%
- N370S GC: -1.4%
(7) CCc1nc2ccc(C)cc2c(C(=O)NC2CCCCC2C)c1C (stereo not drawn)
- TDP1 inh: -2.1%
- FEN1 inh: -0.8%
- N370S GC: 10.6%
(8) COc1ccc(S(=O)(=O)NCCC(=O)Nc2ccc(C)cc2)cc1
- TDP1 inh: nt
- FEN1 inh: 0.6%
- N370S GC: -15.0%
(9) CC(=O)Nc1cc(C(=O)NCc2ccc(F)cc2)ccc1Sc1ccc(C)cc1
- TDP1 inh: 7.8%
- FEN1 inh: -11.5%
- N370S GC: nt
(10) CCOC(=O)C1=C(C)NC(C)=C(C(=O)OCC)C1C(=O)OCC(=O)N1CCc2ccccc21
- TDP1 inh: 2.1%
- FEN1 inh: 11.8%
- N370S GC: 8.5%

(11) COc1ccccc1-c1c(C)oc2c(CN3CCOCC3)c(O)ccc2c1=O
- TDP1 inh: nt
- FEN1 inh: 13.8%
- N370S GC: -5.1%
(12) COc1ccc(OC)c(/C(O)=C/C(=O)C(=O)Nc2cc(C)cc(C)c2)c1
- TDP1 inh: 5.6%
- FEN1 inh: ?
- N370S GC: -9.0%
(13) CCOC(=O)N1CCN(C(=O)c2ccc(OC(C)=O)cc2)CC1
- TDP1 inh: 7.4%
- FEN1 inh: -1.7%
- N370S GC: 8.5%
(14) CCOC(=O)c1c(C)[nH]c(C)c1C(=O)COC(=O)c1ccc(S(=O)(=O)C(F)F)cc1
- TDP1 inh: 0.4%
- FEN1 inh: 10.4%
- N370S GC: nt
(15) CCOc1ccccc1N(CC(=O)N1CCCCCC1)S(=O)(=O)c1ccc(C)cc1
- TDP1 inh: 0.9%
- FEN1 inh: -4.2%
- N370S GC: -5.7%
(16) Cc1cnc(C(=O)Nc2ccc(S(=O)(=O)NCC(C)C)cc2)cn1
- TDP1 inh: 0.0%
- FEN1 inh: 6.5%
- N370S GC: -18.0%
(17) COC(=O)CNc1nc(Cl)nc(Nc2ccc(Cl)cc2)n1
- TDP1 inh: 1.2%
- FEN1 inh: 1.5%
- N370S GC: -0.8%
(18) CCCn1c(SCC(O)c2ccccc2)nc2ccccc21 (stereo not drawn)
- TDP1 inh: -9.3%
- FEN1 inh: 8.6%
- N370S GC: nt
(19) COc1cccc(-c2ccc(C#N)c(SCC(=O)NCc3ccco3)n2)c1
- TDP1 inh: 5.1%
- FEN1 inh: 18.3%
- N370S GC: 0.9%
(20) CCCCNC(=O)C1Cc2cc(S(=O)(=O)N3CCCCC3)ccc2N1C(C)=O (stereo not drawn)
- TDP1 inh: 1.4%
- FEN1 inh: -9.4%
- N370S GC: -5.5%

(21) CC(=O)c1ccc(NC(=O)c2ccccc2-c2ccccc2C(=O)O)cc1
- TDP1 inh: nt
- FEN1 inh: 2.6%
- N370S GC: -11.3%
(22) Nc1[nH]c2cc([N+](=O)[O-])ccc2c1-c1ccccn1
- TDP1 inh: 7.2%
- FEN1 inh: -8.4%
- N370S GC: 1.3%
(23) O=[N+]([O-])c1ccc(N2CCN(CCO)CC2)cc1Sc1ccccn1
- TDP1 inh: -0.6%
- FEN1 inh: -12.5%
- N370S GC: -15.3%
(24) O=C(NCCCN1CCCC1=O)C1CCN(S(=O)(=O)c2cccc(C(F)(F)F)c2)CC1
- TDP1 inh: -5.6%
- FEN1 inh: 3.6%
- N370S GC: -1.4%
(25) COc1cccc(CNS(=O)(=O)c2ccc3c(c2)CC(C)N3C(=O)C2CC2)c1 (stereo not drawn)
- TDP1 inh: -0.3%
- FEN1 inh: -10.5%
- N370S GC: -1.6%
(26) O=C(N/N=C\c1ccccn1)c1ccccc1O
- TDP1 inh: 2.6%
- FEN1 inh: -1.6%
- N370S GC: 8.5%
(27) Cc1nn2c(C(F)(F)F)c3c(nc2c1-c1ccccc1)CCC3
- TDP1 inh: -10.1%
- FEN1 inh: -1.3%
- N370S GC: -13.0%
(28) NNC(=O)c1ccc(COc2ccc(Br)cc2)o1
- TDP1 inh: nt
- FEN1 inh: 10.4%
- N370S GC: 0.7%
(29) COc1ccc2c(c1)-c1nc(NC(=O)c3ccco3)sc1CC2
- TDP1 inh: 2.6%
- FEN1 inh: -26.9%
- N370S GC: -2.3%
(30) COc1ccccc1OCCSc1nnc(C)n1-c1ccccc1
- TDP1 inh: 4.2%
- FEN1 inh: -0.3%
- N370S GC: -14.6%

(31) CC1CCC(NC(=O)C2c3ccccc3C(=O)N2Cc2ccc3c(c2)OCO3)CC1 (stereo not drawn)
- TDP1 inh: 5.1%
- FEN1 inh: -12.0%
- N370S GC: 18.3%
(32) O=S(=O)(Nc1ccc(Cc2ccncc2)cc1)c1ccc(Cl)c(Cl)c1
- TDP1 inh: 4.3%
- FEN1 inh: -11.8%
- N370S GC: -12.6%
(33) COc1cccc(CNC(=O)C2CCN(S(=O)(=O)c3ccc4c(c3)CCC(=O)N4)CC2)c1
- TDP1 inh: 1.3%
- FEN1 inh: -4.6%
- N370S GC: 0.1%
(34) CCC(=O)N1CCc2cc(CNC(=O)Cc3ccc(OC)c(OC)c3)ccc21
- TDP1 inh: -3.4%
- FEN1 inh: 16.9%
- N370S GC: nt
(35) O=C(CNC(=O)c1ccc(Cl)cc1)NC(CO)c1ccccc1 (stereo not drawn)
- TDP1 inh: nt
- FEN1 inh: -3.9%
- N370S GC: -1.5%
(36) COc1cc2[nH]c3ccccc3c2cc1C
- TDP1 inh: nt
- FEN1 inh: -7.8%
- N370S GC: 18.3%
(37) CC1=CC(C)(C)NC(=S)N1c1ccc2ccccc2c1
- TDP1 inh: 1.1%
- FEN1 inh: 2.6%&-3.7%
- N370S GC: -6.6%
(38) CCOC(=O)N1CCN(Cc2nc3ccc([N+](=O)[O-])cc3c(=O)n2-c2cccc(OC)c2)CC1
- TDP1 inh: 3.7%
- FEN1 inh: -13.8%
- N370S GC: -1.1%
(39) Cc1cc(C)c(Cn2c(C(O)c3ccccc3)nc3ccccc32)c(C)c1 (stereo not drawn)
- TDP1 inh: 7.6%
- FEN1 inh: -5.4%
- N370S GC: nt
(40) COc1ccc(/C(C)=N/NC(=O)c2sccc2-n2cccc2)cc1
- TDP1 inh: 4.8%
- FEN1 inh: 6.5%
- N370S GC: -5.1%

(41) COc1ccccc1-c1noc(CCC(=O)NC2CCCC2)n1
- TDP1 inh: 2.1%
- FEN1 inh: -4.0%
- N370S GC: -19.6%
(42) CC(C)n1cnnc1SCC(=O)NCC(=O)Nc1ccc(F)cc1
- TDP1 inh: -0.4%
- FEN1 inh: -4.3%
- N370S GC: nt
(43) O=C(Nc1cccc(Br)c1)c1ccc(Cl)c(S(=O)(=O)N2CCOCC2)c1
- TDP1 inh: -4.4%
- FEN1 inh: -16.7%
- N370S GC: 25.5%
(44) CCN(CC)C(=O)c1nc[nH]c1C(=O)N1CCN(c2ccccc2)CC1
- TDP1 inh: 0.4%
- FEN1 inh: 2.8%
- N370S GC: nt
(45) Cc1c(C)c2ccc(OC(C)C(=O)N3C[C@H]4C[C@@H](C3)c3cccc(=O)n3C4)c(C)c2oc1=O (stereo partly drawn)
- TDP1 inh: nt
- FEN1 inh: 1.5%
- N370S GC: 1.9%
(46) O=C(CSc1nnc(-c2ccccc2Br)o1)Nc1nncs1
- TDP1 inh: 4.7%
- FEN1 inh: 2.7%
- N370S GC: 1.7%
(47) C/C(=N\NC(=O)c1ccc2nc[nH]c2c1)c1ccc([N+](=O)[O-])cc1
- TDP1 inh: 79.4µM*
- FEN1 inh: nt
- N370S GC: ?
(48) Cc1ccc(C2CC(=O)c3cnn(-c4nc(C)cc(C)n4)c3C2)cc1 (stereo not drawn)
- TDP1 inh: 8.3%
- FEN1 inh: -7.8%
- N370S GC: 13.4%
(49) O=C(NCc1ccccc1CN1CCCC1)C1CCN(S(=O)(=O)c2ccc(Cl)cc2)CC1
- TDP1 inh: 0.9%
- FEN1 inh: 4.2%
- N370S GC: nt
(50) COc1ccc(-c2nc(CN3CCN(c4cc(C)nc(C)c4)CC3)c(C)o2)c2ccccc12
- TDP1 inh: 2.8%
- FEN1 inh: -14.1%
- N370S GC: 13.9%

# Some of these compounds in order of the N370S GC value, smallest number first:
entry	compound	TDP1 inh	N370S GC
41	COc1ccccc1-c1noc(CCC(=O)NC2CCCC2)n1	2.1%	-19.6%
46	O=C(CSc1nnc(-c2ccccc2Br)o1)Nc1nncs1	4.7%	1.7%
48	Cc1ccc(C2CC(=O)c3cnn(-c4nc(C)cc(C)n4)c3C2)cc1 (stereo not drawn)	8.3%	13.4%
50	COc1ccc(-c2nc(CN3CCN(c4cc(C)nc(C)c4)CC3)c(C)o2)c2ccccc12	2.8%	13.9%

# The list continues:
(51) COc1ccc(C(=O)N(Cc2cc(OC)c(OC)c(OC)c2)c2ccccn2)cc1
- TDP1 inh: 5.7%
- FEN1 inh: 2.4%
- N370S GC: nt
(52) O=C(C1CCC(CNc2c(N3CCCCC3)c(=O)c2=O)CC1)N1CCCC1 (stereo not drawn)
- TDP1 inh: nt
- FEN1 inh: 1.8%
- N370S GC: -6.8%
(53) CCOC(=O)N1CCc2c(sc(NCc3cc(OC)c(OC)cc3OC)c2C(=O)Nc2ccc(OCC)cc2)C1
- TDP1 inh: 9.5%
- FEN1 inh: -16.1%
- N370S GC: nt
(54) CC(C)CCSc1nnc(N)s1
- TDP1 inh: -1.9%
- FEN1 inh: 1.2%
- N370S GC: -11.9%
(55) COc1cc(C(=O)NCC(=O)n2nc(C)cc2C)cc(OC)c1OC
- TDP1 inh: 0.0%
- FEN1 inh: 5.3%
- N370S GC: -4.3%
(56) COc1cc(/C=C/[N+](=O)[O-])ccc1OCc1cccc(C(=O)O)c1
- TDP1 inh: nt
- FEN1 inh: 50.1µM*
- N370S GC: 1.2%
(57) CC1(C)Oc2ccc(C(=O)N3CCc4ccccc43)cc2N(CC(=O)N2CCCC2)C1=O
- TDP1 inh: 1.0%
- FEN1 inh: 6.2%
- N370S GC: 5.2%

# From no. 51 to 54, copied from above:
(51) COc1ccc(C(=O)N(Cc2cc(OC)c(OC)c(OC)c2)c2ccccn2)cc1
- TDP1 inh: 5.7%
- FEN1 inh: 2.4%
- N370S GC: nt
(52) O=C(C1CCC(CNc2c(N3CCCCC3)c(=O)c2=O)CC1)N1CCCC1 (stereo not drawn)
- TDP1 inh: nt
- FEN1 inh: 1.8%
- N370S GC: -6.8%
(53) CCOC(=O)N1CCc2c(sc(NCc3cc(OC)c(OC)cc3OC)c2C(=O)Nc2ccc(OCC)cc2)C1
- TDP1 inh: 9.5%
- FEN1 inh: -16.1%
- N370S GC: nt
(54) CC(C)CCSc1nnc(N)s1
- TDP1 inh: -1.9%
- FEN1 inh: 1.2%
- N370S GC: -11.9%
